High-throughput results (PubChem)
TDP1 inh – blocks human tyrosyl-DNA phosphodiesterase 1 | Q9NUW8 | recombinant TDP1, AlphaScreen DNA substrate cleavage | Potency, µM (top dose mostly 130 µM), for the others: top-dose activity change, negative = inhibition, most hits filed as inhibitors | actives 0.28% (n = 350,000) | AID 485290; also: nearly all actives have a fitted effect of over 40% in size
Target sequence (Q9NUW8 whole entry, looked up): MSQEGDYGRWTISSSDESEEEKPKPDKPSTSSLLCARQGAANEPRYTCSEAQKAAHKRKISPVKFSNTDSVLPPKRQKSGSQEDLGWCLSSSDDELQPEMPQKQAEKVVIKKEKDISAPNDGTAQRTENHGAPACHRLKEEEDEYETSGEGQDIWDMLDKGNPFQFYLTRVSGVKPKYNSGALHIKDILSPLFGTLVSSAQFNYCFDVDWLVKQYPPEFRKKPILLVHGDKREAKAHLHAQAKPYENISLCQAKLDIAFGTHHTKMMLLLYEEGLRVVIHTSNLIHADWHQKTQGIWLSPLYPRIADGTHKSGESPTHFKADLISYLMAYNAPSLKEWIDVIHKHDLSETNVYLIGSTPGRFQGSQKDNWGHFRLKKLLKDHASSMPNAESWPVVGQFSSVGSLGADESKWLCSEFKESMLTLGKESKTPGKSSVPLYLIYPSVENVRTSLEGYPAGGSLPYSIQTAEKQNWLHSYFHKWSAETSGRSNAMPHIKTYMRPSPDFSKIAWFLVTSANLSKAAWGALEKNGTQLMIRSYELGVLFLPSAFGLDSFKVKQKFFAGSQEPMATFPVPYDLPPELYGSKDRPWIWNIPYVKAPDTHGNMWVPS
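Compounds were preincubated with Tdp1 (1 nM final) for 15 min at room temperature before substrate (15 nM final) started a 5 min reaction; beads (10 ug/ml final) were then added for 10 min before AlphaScreen detection.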
FEN1 inh – human FEN1 inhibition; Recombinant FEN1 flap cleavage, fluorescence, 15 min; Potency, µM (doses to about 114 µM), without a hit: at the top dose activity change, negative = inhibition, actives largely listed as inhibitors; actives 0.35% (n = 390,000); also: nearly all actives have a fitted effect of over 65% in size
Target sequence (P39748 whole entry, looked up): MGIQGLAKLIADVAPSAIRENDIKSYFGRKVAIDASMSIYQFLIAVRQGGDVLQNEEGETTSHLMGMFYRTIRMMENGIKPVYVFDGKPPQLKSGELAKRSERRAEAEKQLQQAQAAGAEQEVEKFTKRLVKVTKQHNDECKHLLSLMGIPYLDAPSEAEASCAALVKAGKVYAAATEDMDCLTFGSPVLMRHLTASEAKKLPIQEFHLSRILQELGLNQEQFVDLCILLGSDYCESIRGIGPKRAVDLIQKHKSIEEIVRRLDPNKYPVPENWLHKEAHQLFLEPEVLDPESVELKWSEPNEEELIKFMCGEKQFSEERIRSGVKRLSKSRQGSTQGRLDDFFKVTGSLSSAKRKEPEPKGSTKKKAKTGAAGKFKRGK
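FEN1 at 10 nM, compound pretreatment for 15 min (room temperature), 50 nM final substrate to initiate; endpoint reads at 0 and 15 min; DMSO-only plates used as vehicle background.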
N370S GC mod – inhibitors or activators of N370S glucocerebrosidase for Gaucher disease; P04062; N370S GC spleen homogenate, 4MU-glucoside fluorescence; AID 2101; actives 0.092% (n = 330,000); Potency, µM (highest dose often 59.4 µM), without a hit: top-dose activity change, negative = inhibition, usual class: inhibitors;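 also: 0% = full enzyme activity and -100% = no enzyme basal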
* = called active by the depositor; ? = inconclusive; · = no result given; [ ] = another dose, or the depositor's remark. Calls follow the shape of the dose curve; as a rule, active = well fitted curve in the direction sought with a large enough effect; inconclusive = small, poorly fitted or top-dose-only effect, or another doubt; inactive = no such curve, though single readings can be large; an effect the other way counts as inactive or inconclusive. Unless noted, % is scaled to controls: 0 for no effect and ±100 for the full control effect; potency is read from the fitted curve at half-maximal effect. An unsorted share of the library. About 0.53% of those tested had a hit in this group.

smiles | TDP1 inh | FEN1 inh | N370S GC mod
N#Cc1cccc(NC(=O)Cc2ccccc2)c1 | 6% | 17% | 2%
COC(c1ccccc1)c1nc2ccccc2[nH]c1=O (stereo not given) | · | 3% | ?
CCS(=O)(=O)c1ccc(-c2cccc(NC(=O)c3ccco3)c2)nn1 | 0% | 9% | -5%
CCc1ccc(NC(=O)NCc2cccnc2)cc1 | 3%[56.1 µM] | 9% | -3%
CCCN1CNc2c(c(=O)[nH]c(=S)n2CCc2cccs2)C1 | -2% | -12% | ·
Cc1noc2c1C(c1ccc(N(C)C)cc1)C1=C(CC(C)(C)CC1=O)N2 (stereo not given) | 2% | -3% | -23%
COc1ccc(CC(=O)n2[nH]c(=O)c3ccccc3c2=O)cc1OC | 6% | 1% | 5%
COCCCNCC(O)COc1cccc2[nH]c(C)cc12 (stereo not given) | -1% | -2% | -4%
Cn1c(CNC(=O)c2cccs2)nnc1SCC(=O)Nc1ccccc1 | -1% | -4% | -3%
CCCNC(=O)C1CCN(S(=O)(=O)c2ccc3c(c2)OCCO3)CC1 | -9%[0.505 µM] | 3% | 0%
CN1CCN(C(=O)CCc2ccc(S(=O)(=O)NC3CCCCC3)cc2)CC1 | 4% | -12% | -4%
COc1ccccc1NC(=O)c1cnc(SCC(=O)NCCc2ccccc2)n(C)c1=O | 0% | 3% | -2%
CC(=O)Nc1ccc(C(=O)COC(=O)C2CC3CCCC(C2)C3=O)cc1 (stereo not given) | -4% | -9% | -5%
Cc1cccc(C(=O)Nc2nnc(S(=O)(=O)N(C)Cc3ccc(Cl)cc3)s2)c1 | -8% | -13% | ·
COc1ccc(Cl)cc1C(=O)Nc1cccnc1Cl | · | 12% | 2%
Cc1ccc(S(=O)(=O)NCCCCCC(=O)Nc2c(C)n(C)n(-c3ccccc3)c2=O)cc1 | 1% | -1% | -2%
O=C(NNC(=S)Nc1ccccc1C(F)(F)F)C1CC1 | 4% | 16% | -1%
COc1ccc(C2(C(=O)NCCCN(C)C)CCOCC2)cc1 | 4% | 1% | 4%
COc1ccc(/C=N/N(C(C)=O)c2nc(-c3ccc(C)cc3)cs2)cc1 | -2% | -1% | -5%
Cc1onc(-c2c(F)cccc2Cl)c1C(=O)OCC(=O)NC(c1ccccc1)c1ccccc1 | 0% | -1% | 7%
Cc1ccc(-c2nc(CN3CCN(c4cnccn4)CC3)c(C)o2)o1 | 0% | 7% | 8%
CCn1cc(C(=O)NCCN(CC(C)C)CC(C)C)c(=O)c2cc(S(=O)(=O)N(C)C3CCCCC3)ccc21 | 2% | -6% | ·
CC(C)Sc1nnc(NC(=O)c2ccco2)s1 | 0% | 13% | 0%
N#CCCn1cc(CNCc2cccnc2)c(-c2ccccc2)n1 | 1% | -17% | ·
COc1ccc(CN2CCN(C(=O)c3cccnc3)CC2)cc1Br | -5% | 7% | 10%

New compounds follow:
smiles | TDP1 inh | FEN1 inh | N370S GC mod
Cc1ccc2nc(C)c(CN3CCN(c4ccc([N+](=O)[O-])cc4Cl)CC3)n2c1 | 3% | · | -9%
CCCCN(CCCC)Cc1ccc(C(=O)NN)o1 | 1% | 1% | -6%
C=CCNC(=S)Nc1ccc(F)cc1F | 0% | 20% | 1%
C=CCN(C(C)=O)C1CC(=O)N(c2ccc(OCCC)cc2)C1=O (stereo not given) | 2% | -2% | 7%
COc1cc(OC)c(NC(=O)Cn2cnc3c(nc4n3CCCCC4)c2=O)cc1Cl | 4% | 19% | ·
CCc1cccc(NC(=O)Cn2cc3c(n2)CCCC3)c1 | 5% | 18% | -4%
CC(C)Oc1ccc(C(=O)N2CCN(CCc3ccccn3)CC2)cc1 | -3% | 0% | ·
COc1cccc(NC(=O)CN(C)C(=O)c2ccc3c(c2)C(=O)N(CCC(C)C)C3=O)c1 | 0% | -24% | ·
O=c1cc(CN2CCc3ccccc32)c2ccc(O)cc2o1 | 8% | 0% | -9%
O=C(NCCOC(=O)c1ccc(Cl)c(S(=O)(=O)N2CCCCC2)c1)c1ccncc1 | 2% | -1% | 7%[2.35 µM]
O=C(NC1CCCCCC1)C1c2ccccc2C(=O)N1Cc1cccs1 (stereo not given) | 0% | -4% | 13%
CC1Cc2ccccc2N1C(=O)CN(C)S(=O)(=O)c1cccc2cccnc12 (stereo not given) | 2% | 19% | 7%
O=C(C1CCN(c2ncnc3c2nc2n3CCCCC2)CC1)N1CCN(c2ccc(Cl)cc2)CC1 | 6% | 3% | ·
O=C(O)c1ccc(N2C(=O)CC(N3C(=O)/C(=C/c4ccc(Cl)cc4)SC3=S)C2=O)cc1 (stereo not given) | 8% | -23% | -5%
Cc1cc(SCC(=O)NCc2ccccc2)nc(=O)[nH]1 | -3% | 3% | ·
CC1CCN(S(=O)(=O)c2ccc3ncn(CC(=O)N(C)Cc4ccccc4)c(=O)c3c2)CC1 | 2% | -2% | -1%
Cc1ccc(S(=O)(=O)N(C)c2ccc(C(=O)Nc3c(C)n(C)n(-c4ccccc4)c3=O)cc2)cc1 | -2% | -1% | -9%
CC1=C(C(=O)Nc2cccc(C(F)(F)F)c2)C(c2ccccc2)n2ncnc2N1 (stereo not given) | 4% | -6% | ·
O=C(Nc1cccc(C(F)(F)F)c1)c1cccnc1N1CCN(c2ccccc2)CC1 | -7% | -20% | -5%
O=C1OCCN1CC(=O)N1CCc2c([nH]c3ccccc23)C1c1ccccn1 (stereo not given) | 5% | 3% | 0%
CCN(CC)C(=O)COC(=O)c1ccc(O)cc1 | 5% | -2% | 5%
COCCn1nnnc1C(c1cccc(C(F)(F)F)c1)N1CCN(Cc2ccccc2)CC1 (stereo not given) | 0% | -5% | -5%
Cc1cccc(C(C)C)c1NC(=O)C1CCCN1S(=O)(=O)c1cccc2nsnc12 (stereo not given) | 1% | 13% | ·
Cc1ccc(NC(=O)C2=C(C(=O)O)CCCC2)cc1Br | 6% | 8% | -5%
Cc1ccc(-c2csc(NC(=O)Cc3ccc(F)cc3)n2)o1 | 11% | -22% | -10%

Some of these compounds in order of molar mass, smallest number first.
smiles | TDP1 inh | FEN1 inh | N370S GC mod
CCN(CC)C(=O)COC(=O)c1ccc(O)cc1 | 5% | -2% | 5%
COc1cccc(NC(=O)CN(C)C(=O)c2ccc3c(c2)C(=O)N(CCC(C)C)C3=O)c1 | 0% | -24% | ·
Cc1cccc(C(C)C)c1NC(=O)C1CCCN1S(=O)(=O)c1cccc2nsnc12 (stereo not given) | 1% | 13% | ·

Next entries:
smiles | TDP1 inh | FEN1 inh | N370S GC mod
O=C(/C=C/c1ccccc1Cl)N(c1ccccn1)C1CCCCC1 | 3% | 11% | ?
Cc1cc2c3c(c1)C1(C(=O)N3C(C)(C)CC2C)C(C#N)=C(N)OC2=C1C(=O)CC(C)(C)C2 (stereo not given) | 6%[56.1 µM] | -2% | -4%
N#C/C(=C\c1ccccc1[N+](=O)[O-])c1nc(C2CC2)cs1 | 10% | -14% | -3%
CCOc1ccc(S(=O)(=O)Nc2nccs2)cc1 | -1% | 1% | -6%
COc1ccc(Cn2c(=O)cc(N)n(-c3ccccc3C)c2=O)cc1 | 0% | -4% | 24%
COc1ccc(N2CC(NC(=O)Cc3cccs3)CC2=O)cc1OC (stereo not given) | -3% | -4% | ·
Cc1cc(S(=O)(=O)N2CCC(N3CCCCC3)CC2)ccc1-n1cnnn1 | 0% | 6% | 9%
CCC(C)n1c(=N)c(C#N)cc2c(=O)n3ccccc3nc21 (stereo not given) | 2% | 8% | 2%
CN1CCN(CCCNC(=O)CCN2C(=O)COc3ccccc32)CC1 | 1% | -3% | -7%
COc1ccccc1NS(=O)(=O)c1ccc(C)c(C(=O)Nc2cc(C)on2)c1 | 0% | -3% | ·
COCCN1CCn2c(nc3cc(NS(C)(=O)=O)ccc32)C1 | · | 6% | 1%
CCCc1c2ccccc2nc2ccccc12 | -1% | 7% | 11%
CCOc1ccc(CCNC(=O)c2nn(C)c3c2CS(=O)(=O)c2ccccc2-3)cc1 | 2% | 4% | 0%
CN(C(=O)COC(=O)CCC(=O)c1ccc(F)cc1)C1CCCCC1 | 0% | -13% | ·
COc1ccc(CCNC(=O)c2cc(-c3cc(Cl)cc(Cl)c3)oc2C)cc1 | 4% | -21% | 0%
CCCCCOc1ccc(CSc2ncn[nH]2)cc1 | 4% | -8% | -10%
Cc1ccc(S(=O)(=O)NCC(=O)N2CCCCC2)cc1 | -1% | 18% | 5%
COc1ccc(CC(=O)NCc2nc3cccnc3n2Cc2ccc(C)cc2)cc1 | 5% | -6% | ·
CC1CC(C)CN(C(=O)c2cccc(N3C(=O)c4ccccc4C3=O)c2)C1 (stereo not given) | 1% | -5% | ·
CCOC(=O)c1ccc(NC(=O)NCCc2cnc[nH]2)cc1 | · | -1% | -28%
CCc1nc(-c2ccc(C)nc2OC)no1 | 2% | 1% | 8%
Cc1nc(Cl)c(C#N)cc1-c1ccccc1 | 0% | -12% | -8%
Cc1ccc(N2C(=O)CN=C2Nc2nc(C)cc(C)n2)cc1 | 0% | 14% | 20%
O=S(=O)(c1cccc(C(F)(F)F)c1)N1CCN(c2nc(-c3cccs3)nc3ccccc23)CC1 | 0% | -7% | ·
CC(=O)NCCNC(=O)c1cccc(NS(=O)(=O)c2ccc3c(c2)OCCO3)c1 | -4% | 10% | -1%

Three entries out of the list above, arranged by the value under N370S GC mod, high to low.
smiles	N370S GC mod
Cc1ccc(S(=O)(=O)NCC(=O)N2CCCCC2)cc1	5%
CN1CCN(C(=O)CCc2ccc(S(=O)(=O)NC3CCCCC3)cc2)CC1	-4%
O=C(Nc1cccc(C(F)(F)F)c1)c1cccnc1N1CCN(c2ccccc2)CC1	-5%

The listing continues.
smiles | TDP1 inh | FEN1 inh | N370S GC mod
O=C(c1ccc([N+](=O)[O-])cc1Cl)N1CCN(c2ccccn2)CC1 | · | 1% | -15%
Cc1cccc(NC(=O)c2sc3nc(-c4cc5ccc(O)cc5oc4=O)[nH]c(=O)c3c2C)c1 | -1% | -9% | ·
Cc1cc(=O)[nH]c(SCC(=O)Nc2nc3c(s2)CCCC3)n1 | 8% | 7% | 5%
Cc1cc(C)n(C(=O)c2cccc([N+](=O)[O-])c2)n1 | · | 5% | 4%
Cc1nc2c(ccc3nc(NC(=O)Cc4ccccc4)sc32)s1 | 1% | -24% | 16%
Cc1cc(C)cc(Oc2coc3cc(OC(=O)c4cccnc4)ccc3c2=O)c1 | 5% | -1% | 4%
CC(C)N(C(=O)COC(=O)c1ccc(Cl)nc1)C(C)C | -8% | 19% | -9%
N#CC(C#N)=C1c2cc(S(N)(=O)=O)ccc2-c2ccc(S(N)(=O)=O)cc21 | -2% | -12% | 0%
O=C(c1ccc2nc(-c3ccccc3)c(-c3ccccc3)nc2c1)N1CCCCC1 | · | -25% | -2%
Cc1noc(C)c1COC(=O)CCc1ccc(S(=O)(=O)N2CCCCC2)cc1 | 4% | 0% | -8%
O=C(CN1C(=O)COc2ccc(S(=O)(=O)N3CCCCCC3)cc21)NCc1ccc(Cl)cc1 | 3% | 9% | ·
Cc1noc(C)c1COc1ccc(C(=O)OCc2nnc(-c3ccc(Cl)cc3)o2)cc1 | 4% | -19% | 0%
CCC(O)c1nc2ccccc2n1Cc1cc(C)ccc1C (stereo not given) | 0% | -4% | ·
O=C(CSc1nnc(-c2ccco2)o1)Nc1cccc([N+](=O)[O-])c1 | 7% | -1% | 2%
COc1ccccc1C(=O)Nc1ccccc1C(=O)NCc1ccco1 | 8% | 13% | 0%
C=CCn1c(O)c(N=Nc2ccccc2O)c2ccccc21 | 5% | 3% | ·
Cc1nnc(C)c2c(C)n(N)c(C)c12 | · | 10% | -24%
Cc1ccccc1Cn1c(=O)n(CCc2ccccc2)c(=O)c2ccccc21 | 1% | 16% | ·
COc1ccc(N(CC(=O)NCc2cccc(OC)c2)S(=O)(=O)c2c(C)noc2C)cc1 | 1% | 14% | -12%
Cc1ccc(/C=N/N2CCN(Cc3cccc4ccccc34)CC2)s1 | -2% | 5% | ·
Cc1ccccc1-c1cc(-c2ccccc2O)n[nH]1 | 9% | 2% | 8%
O=C(O)c1cccc(S(=O)(=O)Nc2ccc3[nH]c(=O)[nH]c3c2)c1 | · | -12% | -5%
CCC(=O)c1ccc(OCC(=O)Nc2ccc(S(=O)(=O)Nc3cc(C)nc(C)n3)cc2)cc1 | 1% | 8% | ·
COc1ccc(C(=O)NC(=O)COC(=O)CCS(=O)(=O)c2ccc(C)cc2)cc1 | -1% | -1% | -4%
O=C(/C=C/c1ccccc1)N1CCN(c2c(Cl)cccc2[N+](=O)[O-])CC1 | 4% | 4% | 7%
COC(=O)c1cc(C#N)c(NCc2ccccc2)nc1C | 0% | 4% | 0%
Cc1cc(C)cc(-n2nnnc2SCC(=O)Nc2nc(-c3ccc(F)cc3)cs2)c1 | 3% | 7% | ·
Cc1onc(-c2c(Cl)cccc2Cl)c1C(=O)O/N=C(\C#N)c1c(Cl)cccc1Cl | 4% | -2% | -3%
